Casp6 inh – blocks human caspase-6 cleavage activity; P55212; purified caspase-6, Z-VEID-R110 cleavage fluorescence; inhibition, % at 12.5 µM; actives 0.53% (n = 350,000); AID 686996;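 active = mean inhibition across replicates at least about 35%, with every replicate also reaching that limit, limit read from the data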;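 also: 0% = median of neutral control wells and 100% = no fluorescence left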
Target sequence (P55212 24-179 limits assumed): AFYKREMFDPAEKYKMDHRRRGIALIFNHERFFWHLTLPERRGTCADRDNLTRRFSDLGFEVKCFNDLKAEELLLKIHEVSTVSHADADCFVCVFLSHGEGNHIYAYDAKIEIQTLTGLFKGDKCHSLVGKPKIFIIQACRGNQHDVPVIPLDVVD
Target sequence (P55212 194-293 limits assumed): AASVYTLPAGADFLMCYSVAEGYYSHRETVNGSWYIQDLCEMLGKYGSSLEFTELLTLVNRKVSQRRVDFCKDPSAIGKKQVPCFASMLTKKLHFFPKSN
esBAF inh – inhibitors of esBAF chromatin remodeling in mouse ES cells; Bmi1-luciferase knock-in reporter, 24 h; 100% = twice the neutral-well signal; reporter increase, % at 12.5 µM; actives 2% (n = 350,000); in the data active = activation above about 40%;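 also: 0% = median of the plate's neutral control wells and 100% = double that signal; a rise in the Bmi1 reporter signal indicates esBAF inhibition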
LGR2 inh – Drosophila LGR2 receptor signaling inhibition; AID 720647; inhibition, % at 9.99 µM; actives 0.35% (n = 380,000); HEK293 LGR2, CRE-luciferase, bursicon-stimulated, 4 h;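 active = drop in luminescence signal, shown as inhibition above about 50% in the replicate tests, limit read from the data, passing the limit was not always enough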;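 also: agonist challenge used bursicon conditioned medium at about half maximal strength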
FN deposition inh – fibronectin deposition inhibition. AH1F fibroblasts, Alexa488-fibronectin deposition fluorescence, overnight. inhibition, % at 12.6 µM. actives 0.086% (n = 350,000);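 active = mean inhibition across replicates of 30% or more, regardless of how many single replicates reach that level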;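 also: positive control wells lacked labelled fibronectin entirely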
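material = AH1F fibroblast monolayer depositing Alexa488-labelled fibronectin into matrix | amount = 10000 AH1F cells/well | buffer or medium = DMEM plus 2% serum, read in PBS | incubation = 1 h cell adhesion before compound, then overnight fibronectin incubation | detection = fluorescence at 485 nm excitation, 525 nm emission | evaluation = percent inhibition as loss of matrix-bound fibronectin fluorescence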
SIRT5 inh – blocks human SIRT5 desuccinylation of peptide; Purified SirT5, succinyl-peptide AMC, trypsin-coupled fluorescence; inhibition, % at 15 µM; actives 1.1% (n = 330,000); AID 652115; in the data active = inhibition above about 15%
Target sequence (Q9NXA8 whole entry, looked up): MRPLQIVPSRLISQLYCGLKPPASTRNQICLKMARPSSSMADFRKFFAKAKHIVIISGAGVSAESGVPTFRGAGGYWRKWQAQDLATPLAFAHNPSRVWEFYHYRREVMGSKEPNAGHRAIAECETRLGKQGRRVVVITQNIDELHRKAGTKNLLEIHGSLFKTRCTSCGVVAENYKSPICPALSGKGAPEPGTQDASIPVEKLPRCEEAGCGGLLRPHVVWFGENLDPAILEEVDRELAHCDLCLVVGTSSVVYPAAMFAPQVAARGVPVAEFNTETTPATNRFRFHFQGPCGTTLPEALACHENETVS
S100A4 MyoIIA – S100A4-myosin IIA interaction inhibition; S100A4/TAMRA-MyoIIA peptide fluorescence polarization; inhibition, % at 10.7 µM; actives 0.14% (n = 360,000);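 active = mean inhibition of at least 70% across replicates, with every replicate also reaching that level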
Target sequence (P26447 whole entry, looked up): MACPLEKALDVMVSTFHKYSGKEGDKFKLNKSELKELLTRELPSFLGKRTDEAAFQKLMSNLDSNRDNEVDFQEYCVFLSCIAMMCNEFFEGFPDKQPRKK
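Compound dosing: one dose per compound; test system: human S100A4 monomer with TAMRA-labelled myosin IIA peptide; probe or stimulus: TAMRA-labelled myosin IIA heavy-chain peptide probe, 5 nM; medium: HEPES buffer with Ca2+, pH 7.2; schedule: 5 min incubation before reading; benchmarks: neutral control DMSO, positive control TFP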
C2C12 statin – protects C2C12 myotubes from simvastatin toxicity. ATP luminescence, 48 h; scaled: DMSO 0, geranylgeraniol control 100. rescue of ATP level, % at 7.49 µM. actives 0.78% (n = 330,000). AID 602340;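 active = mean ATP rescue above about 67%, or every replicate alone reaching that limit, limit read from the data, passing the limit was not always enough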;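 also: myotubes were challenged with 10 µM simvastatin during compound exposure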
* hit, by the source's call; · = not tested or not shown. A portion of the library; count on the stated rates, not on these rows.

SMILES,Casp6 inh,esBAF inh,LGR2 inh,FN deposition inh,SIRT5 inh,S100A4 MyoIIA,C2C12 statin
CCCn1c(C)cc(/C=C(\C#N)C(=O)OCC(=O)N(C)c2c(N)n(Cc3ccccc3)c(=O)[nH]c2=O)c1C,4.1,9.7,-49.5,·,1.7,0.4,-2.7
COc1ccc(S(=O)(=O)N2CC[C@@H]3[C@@H](CO)N(C)c4ccc(-c5ccc(F)cc5)cc4[C@@H]32)cc1,-4.2,-10.4,-24.9,-44.6,5.2,-5.1,8.8
COc1cc(CN2CCNC(=O)C2CC(=O)NC2CCCC2)cc(OC)c1 (stereo not given),-0.3,·,10.4,2.4,1.9,-0.2,·
O=S1(=O)CC(N2CCCC2)CN1C1CCCC1 (stereo not given),-2.7,-3.6,-1.5,8.6,-2.5,-0.3,-1.2
CO[C@H]1CN(C)C(=O)c2cc(NS(C)(=O)=O)ccc2OC[C@H](C)N(C(=O)NC(C)C)C[C@@H]1C,·,0.5,17.6,·,·,·,-3.5
O=C(Cc1cccnc1)N1[C@@H](CO)[C@@H](c2ccccc2)[C@@H]1CNCC1CCC1,2.8,3.1,-4.1,-0.7,-0.3,-11.7,-0.2
O=C(CNC(=O)[C@@H]1Cc2ccccc2CN1)Nc1ccc2c(c1)OCCO2,-1.3,15.3,-21.8,-9.9,-4.3,-4.2,12.3
COc1cccc(NC(=O)c2ccccc2Oc2ccccc2)c1,2.4,-1.4,-14.5,4.4,-2.6,-0.3,19.9
Cc1cc(C(=O)N/N=C/c2ccc(Cl)c([N+](=O)[O-])c2)c(C)n1-c1ccc(F)cc1,-2.5,·,2.6,3.9,-1.7,-11.4,·
O=C(Oc1cccc2c(O)cccc12)c1ccco1,6.0,-7.1,4.2,1.0,-0.6,-1.0,17.9
COc1ccccc1C#Cc1ccc([C@@H]2[C@@H](CO)N3CCCCN(S(C)(=O)=O)C[C@H]23)cc1,1.4,2.2,-15.7,·,-0.1,10.7,-5.8
O=C(Nc1c(F)cccc1F)C(c1ccccc1)c1ccccc1,-0.1,-4.3,3.3,4.6,-7.9,5.2,2.9
CC(C)NC(=O)N1CC2(C1)[C@H](c1ccccc1)[C@H](CO)N2C(=O)C1CCC1,-3.5,·,8.0,2.2,-1.4,5.0,·
C[C@H]1CN([C@@H](C)CO)S(=O)(=O)c2ccc(-c3cncnc3)cc2O[C@@H]1CN(C)C(=O)Cc1cccnc1,-4.1,-5.2,8.3,-7.6,1.9,3.6,11.0
O=C(CNc1ccc(F)cc1)N/N=C/C1CC=CCC1 (stereo not given),-0.4,-0.9,-11.4,4.7,7.7,-1.4,3.1
C/C=C/c1cnc2c(c1)C(=O)N([C@@H](C)CO)C[C@H](C)[C@H](CN(C)C(=O)Nc1c(C)noc1C)O2,-1.9,2.0,20.0,·,8.8,17.1,-6.0
COc1ccc(OC)c(NC(=O)Nc2nc(CN(C)C)cs2)c1,-4.6,9.3,-0.7,-1.4,-3.1,-1.5,12.6
N#CC1(NC(=O)CSc2nc3ncc(Cl)cc3[nH]2)CCCCC1,2.4,-6.4,-9.9,·,-3.6,-9.5,1.9
COc1cc(NC(=S)N2CCCC2)cc(OC)c1,-1.5,7.2,0.8,5.8,-2.6,-4.3,1.1
CCC1(CC)Nc2ccccc2C(=O)N1c1ccc(OC)cc1,0.4,·,-2.6,-1.8,-3.4,0.3,·
CCOc1ccc(OCCC(=O)OCC(=O)NC2CCCCC2)cc1,5.9,·,-2.7,-1.8,-1.6,5.7,·
CCCNC(=O)c1onc(CSc2ccc(Cl)cc2)c1C(=O)NCC1CC1,-0.1,0.7,-12.5,-12.1,·,0.2,-14.8
S=C(N/N=C/c1cccs1)NC1CC2CCC1C2 (stereo not given),-0.5,·,-60.6,2.6,-3.2,-8.3,·
N#C[C@@H]1[C@H](c2ccc(C#Cc3ccccc3F)cc2)[C@H](CO)N1C(=O)C1CCOCC1,3.5,30.6,-3.6,-2.8,1.1,-27.3,-10.4
COc1cc2c(cc1OC)C(c1ccc(-c3cc(Cl)ccc3Cl)o1)=NCC2,·,-2.6,·,-0.2,·,18.2,-42.2
COc1ccc(CN(C)Cc2nc(Cc3ccccc3Cl)no2)cc1OC,1.0,-1.3,-2.9,6.3,-1.1,0.4,-8.9
COC(=O)C1=C(C)NC(=O)C1(Nc1ccc(Cl)cn1)C(F)(F)F (stereo not given),·,-6.4,-8.4,-4.2,·,·,24.4
COc1ccc(S(=O)(=O)Nc2ccc3c(c2)C(=O)N([C@@H](C)CO)C[C@@H](C)[C@H](CN(C)C(=O)NC2CCCCC2)OCCCC[C@@H](C)O3)cc1,1.0,15.1,-1.9,-11.2,3.4,11.9,·
COc1cc(OC)cc(C(=O)NCCCCc2ccccc2)c1,3.0,-0.2,13.9,-5.9,-1.1,1.7,-2.0
CCCC(=O)Nc1ccc2c(c1)OC[C@@H](C)N(Cc1cccc(F)c1)C[C@H](C)[C@@H](OC)CN(C)C2=O,-1.4,-2.0,2.1,0.1,9.6,7.5,13.9

Additional entries
SMILES,Casp6 inh,esBAF inh,LGR2 inh,FN deposition inh,SIRT5 inh,S100A4 MyoIIA,C2C12 statin
COC(=O)c1sccc1NC(=S)Nc1cc(OC)ccc1OC,-2.1,-9.4,2.6,3.2,-1.4,-1.5,16.0
CCN(CC(=O)NCc1cccs1)C(=O)c1ccc(OC)c(S(=O)(=O)N2CCOCC2)c1,-7.8,-3.5,-6.1,8.0,-1.6,5.9,8.5
CCN(CCCNC(=O)c1c(C)cc(=O)oc1C)c1ccccc1,·,-1.6,8.8,4.7,·,·,-0.4
COc1ccc(C(C(=O)NCc2ccc(F)cc2)N(C(=O)c2csnn2)C2CC2)cc1 (stereo not given),1.5,-2.7,5.4,7.6,-4.4,1.9,4.5
CCNc1nc(NC(C)C)nc(N(C#N)CCOc2ccc(Cl)cc2Cl)n1,·,-6.7,·,-4.4,·,·,5.2
C=CCOc1ccc(/C=C/C(=O)OCC(=O)NCC2CCCO2)cc1 (stereo not given),-1.2,9.0,-15.3,-1.1,2.0,4.3,-10.8
Cc1ccc(S(=O)(=O)N2C[C@H]3[C@H]4C(=O)N(c5ccccc5)C(=O)[C@H]4CC(=O)[C@H]3[C@@H]2c2ccccc2F)cc1,-3.2,-2.8,-12.5,0.5,-2.3,-2.0,7.8
CCCNC(=O)Nc1ccc2c(c1)OC[C@H](C)N(Cc1cccnc1)C[C@H](C)[C@H](OC)CN(C)C2=O,·,0.5,2.0,-12.0,-3.9,22.0,2.7
CCOC(=O)c1sc(N2N=C(C)C(N=Nc3cccc(C)c3)C2=O)nc1C (stereo not given),-1.4,-6.4,-2.6,4.3,0.0,-9.5,-11.3
COc1ccc(CNC(=O)C2CCN(S(=O)(=O)c3ccc4c(c3)CC(C)N4C(C)=O)CC2)cc1 (stereo not given),-0.1,4.7,-19.8,18.6,-2.5,0.9,2.4
O=C(NCC[C@@H]1CC[C@H](NC(=O)Nc2cc(F)ccc2F)[C@@H](CO)O1)Nc1ccc(Cl)cc1,1.1,18.2,-24.2,18.8,-1.7,15.5,2.3
CC(=O)N[C@@H]1C=C[C@H](CC(=O)NCC2CCCCC2)O[C@H]1CO,4.2,5.0,-4.7,-6.3,-0.8,4.8,1.4
COc1ccc(NC(=O)N(C)C[C@H]2OCCCC[C@@H](C)Oc3ccc(NC(=O)c4ccncc4)cc3C(=O)N([C@@H](C)CO)C[C@@H]2C)cc1,·,-0.9,4.9,-15.0,·,·,·
CCCNC(=O)N1CC2(C1)CN(C(=O)CC1CC1)[C@@H](CO)c1c2c2ccc(OC)cc2n1C,2.1,·,0.7,·,-0.5,9.7,·
Cc1ccc(S(=O)(=O)N(C)C[C@@H]2OCCCC[C@H](C)Oc3ccc(NC(=O)c4ccncc4)cc3C(=O)N([C@@H](C)CO)C[C@H]2C)cc1,0.0,1.3,-13.7,-7.4,7.5,-35.1,·
CCc1nccn1CCC(=O)NC1CC(C)(C)Cc2c1cnn2-c1ccc(OC)cc1 (stereo not given),-2.2,2.1,35.3,4.8,-1.5,-4.3,-13.9
CCOC(=O)[C@@H]1[C@H]2COc3cc(OC)ccc3[C@@H]2N2C(=O)N(c3ccc(C)cc3)C(=O)[C@]12C,0.5,0.5,0.9,-3.0,5.4,-1.8,-0.1
Cc1ccccc1C(=O)N1CCC(C(=O)N(CC(C)C)c2c(N)n(CC(C)C)c(=O)[nH]c2=O)CC1,4.2,-13.5,-21.1,-8.6,1.6,1.6,3.6
O=C(NC1CCCC1)C1c2ccccc2OCC(=O)N1CCc1ccccc1 (stereo not given),3.0,·,9.8,-4.9,-1.3,1.1,·
CCS(=O)(=O)Nc1ccc2c(c1)C(=O)N(C)C[C@H](OC)[C@@H](C)CN(C(=O)C1CCC1)[C@@H](C)CO2,·,-1.2,·,·,-1.0,4.8,-3.9
Cc1c(-n2cc(C(=O)O)c(=O)c3cc(F)c(N4CCCC(O)C4)c(F)c32)c(=O)n(-c2ccccc2)n1C (stereo not given),-2.2,·,11.7,4.7,-1.6,2.7,·
CN(C)CCCNC(=O)C(=O)Nc1cc2c3c(c1)CCC(=O)N3CCC2,-13.0,·,1.8,5.0,0.0,-9.2,·
CO[C@@H]1CN(C)C(=O)c2ccc(NC(C)=O)cc2OC[C@H](C)N(C(=O)CC2CC2)C[C@@H]1C,·,-0.5,2.7,-3.7,-10.1,-46.3,1.6
COc1cccc(C(=O)Nc2nnc(-c3ccc(F)cc3)o2)c1,3.5,-9.6,-3.9,-0.7,-1.3,-6.2,-19.6
CC(C)NS(=O)(=O)c1ccc(OCC(=O)Nc2cccc(F)c2)cc1,-1.4,-2.9,-19.7,1.0,-1.3,-25.0,-8.4
CN1C(=O)c2cc(NC(=O)c3cnccn3)ccc2OC[C@@H]2O[C@H](CC(=O)NCC3CCCCC3)CC[C@@H]21,3.4,16.7,-6.5,-10.3,-14.0,1.5,55.1

Two entries from above, as labelled records:
COc1ccc(NC(=O)N(C)C[C@H]2OCCCC[C@@H](C)Oc3ccc(NC(=O)c4ccncc4)cc3C(=O)N([C@@H](C)CO)C[C@@H]2C)cc1
  Casp6 inh: ·
  esBAF inh: -0.9
  LGR2 inh: 4.9
  FN deposition inh: -15.0
  SIRT5 inh: ·
  S100A4 MyoIIA: ·
  C2C12 statin: ·

CCCNC(=O)N1CC2(C1)CN(C(=O)CC1CC1)[C@@H](CO)c1c2c2ccc(OC)cc2n1C
  Casp6 inh: 2.1
  esBAF inh: ·
  LGR2 inh: 0.7
  FN deposition inh: ·
  SIRT5 inh: -0.5
  S100A4 MyoIIA: 9.7
  C2C12 statin: ·

An excerpt of these results, with values under each structure:
Values run as follows: Casp6 inh | esBAF inh | LGR2 inh | FN deposition inh | SIRT5 inh | S100A4 MyoIIA | C2C12 statin
> Cc1ccc(S(=O)(=O)N2C[C@H]3[C@H]4C(=O)N(c5ccccc5)C(=O)[C@H]4CC(=O)[C@H]3[C@@H]2c2ccccc2F)cc1
→ -3.2 | -2.8 | -12.5 | 0.5 | -2.3 | -2.0 | 7.8
> CCCNC(=O)Nc1ccc2c(c1)OC[C@H](C)N(Cc1cccnc1)C[C@H](C)[C@H](OC)CN(C)C2=O
→ · | 0.5 | 2.0 | -12.0 | -3.9 | 22.0 | 2.7
> CCOC(=O)c1sc(N2N=C(C)C(N=Nc3cccc(C)c3)C2=O)nc1C (stereo not given)
→ -1.4 | -6.4 | -2.6 | 4.3 | 0.0 | -9.5 | -11.3
> COc1ccc(CNC(=O)C2CCN(S(=O)(=O)c3ccc4c(c3)CC(C)N4C(C)=O)CC2)cc1 (stereo not given)
→ -0.1 | 4.7 | -19.8 | 18.6 | -2.5 | 0.9 | 2.4
> O=C(NCC[C@@H]1CC[C@H](NC(=O)Nc2cc(F)ccc2F)[C@@H](CO)O1)Nc1ccc(Cl)cc1
→ 1.1 | 18.2 | -24.2 | 18.8 | -1.7 | 15.5 | 2.3
